Screens: PubChem, several laboratories
ADAM10 inh: human ADAM10 inhibitors, primary screen, biochemical, QFRET, HTS; Disintegrin and metalloproteinase domain-containing protein 10 (Homo sapiens), O14672; recombinant ADAM10, EDANS/DABCYL FRET peptide cleavage, 3 h; inhibition, % at 7 µM; 0.62% of 370,000 active; AID 720582, 2013;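 active = inhibition above a per-campaign cutoff equal to the mean of compounds falling between control-based bounds plus 3 SD, cut at about 20% in these data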;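 note: 0% = DMSO wells while the 100% control is not disclosed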
PG9 binder: binders of HIV-1 gp120 antibody PG9, primary screen, biochemical, TR-FRET. HIV-1 gp120 / PG9 antibody interaction. TR-FRET gp120-PG9 antibody binding. inhibition, % at 6.7 µM. 0.43% of 360,000 active. AID 624416, 2012; in the data active = inhibition above about 8.5%
hgDAF12 agonist: H. glycines DAF-12 receptor agonists, primary screen, cell-based, luminescence, HEK293, GAL4 fusion, UAS-luciferase; HEK293 GAL4-hgDAF12 UAS-luciferase reporter, agonist luminescence; normalized to butyrate control; Nuclear hormone receptor DAF-12 (Heterodera glycines), GAL4 fusion; activation, % at 6.8 µM; 1.8% of 370,000 active;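 active = activation above a cutoff set at the mean of all screened compounds plus 3 SD, cut at about 10% in these data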;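 note: 0% = DMSO wells and 100% = sodium butyrate wells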
SMARCA2 act: SMARCA2 (BRM) function activators, primary screen, cell-based, luminescence, high throughput | MG213 cells, MMTV-luciferase reporter, dexamethasone, overnight | activation, % at 9.1 µM | 1% of 370,000 active | AID 652017, 2013; in the data active = activation above about 7.8%;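 note: 0% = vehicle wells and 100% = reference activator wells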
GC-A act: GC-A stimulated cGMP production enhancers – HEK293 GC-A cells, cGMP TR-FRET, EC30 ANP, primary screen | activation, % at 10 µM | Atrial natriuretic peptide receptor 1 (Homo sapiens), P16066 | 0.14% of 370,000 active | 0% at EC30 ANP, 100% saturating ANP; in the data active = activation above about 40%
Target sequence (P16066 whole entry, looked up): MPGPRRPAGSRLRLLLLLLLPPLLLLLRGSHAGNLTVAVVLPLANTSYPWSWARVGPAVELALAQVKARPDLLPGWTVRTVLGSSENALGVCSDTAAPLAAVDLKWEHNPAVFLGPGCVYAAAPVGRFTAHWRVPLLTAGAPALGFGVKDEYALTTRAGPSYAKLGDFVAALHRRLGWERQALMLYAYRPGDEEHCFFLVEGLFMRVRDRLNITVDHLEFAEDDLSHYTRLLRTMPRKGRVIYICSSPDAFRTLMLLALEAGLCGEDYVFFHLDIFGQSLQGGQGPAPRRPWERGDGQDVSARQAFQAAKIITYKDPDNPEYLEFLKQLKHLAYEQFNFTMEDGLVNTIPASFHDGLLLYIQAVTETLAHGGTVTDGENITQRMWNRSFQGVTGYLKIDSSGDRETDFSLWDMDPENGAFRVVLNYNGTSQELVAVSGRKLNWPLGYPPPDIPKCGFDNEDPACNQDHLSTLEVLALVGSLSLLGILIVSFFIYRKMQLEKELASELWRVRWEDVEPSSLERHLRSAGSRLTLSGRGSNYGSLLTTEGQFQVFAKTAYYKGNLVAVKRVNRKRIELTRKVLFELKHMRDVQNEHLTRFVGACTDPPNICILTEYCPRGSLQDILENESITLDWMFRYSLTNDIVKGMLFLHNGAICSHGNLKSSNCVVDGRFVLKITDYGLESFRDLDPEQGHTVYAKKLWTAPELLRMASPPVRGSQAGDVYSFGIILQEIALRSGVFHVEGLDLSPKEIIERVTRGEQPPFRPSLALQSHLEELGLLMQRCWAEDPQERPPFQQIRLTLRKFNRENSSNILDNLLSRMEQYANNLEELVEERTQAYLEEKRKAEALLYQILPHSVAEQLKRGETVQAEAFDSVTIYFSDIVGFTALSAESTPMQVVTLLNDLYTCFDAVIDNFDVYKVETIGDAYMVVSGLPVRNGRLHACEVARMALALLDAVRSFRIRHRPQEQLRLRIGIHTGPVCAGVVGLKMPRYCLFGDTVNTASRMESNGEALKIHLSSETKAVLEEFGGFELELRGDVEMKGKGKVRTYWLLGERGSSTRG
ssDAF-12 act: S. stercoralis DAF-12 nuclear receptor activators, primary screen, cell-based, luminescence, HEK293, GRIP1 co-expression, lit1-tk-luc; AID 652126, 2013; activation, % at 6.8 µM; HEK293 ssDAF-12/GRIP1 lit1-tk-luc reporter; % of 3 µM dafachronic acid response; 1% of 370,000 active;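 active = activation above the mean over all tested compounds plus 3 SD, cut at about 0.9% in these data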;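 note: 0% = DMSO-only wells and 100% = 3 µM delta7-dafachronic acid wells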
DAX1 inh-1: DAX1 (NR0B1) inhibitors on StAR promoter, primary screen, cell-based, luminescence, SF-1 (NR5A1), full-length DAX-1; HEK293T StAR-luciferase reporter, SF-1/DAX-1 repression relief; inhibition, % at 6.8 µM; 1.1% of 370,000 active; AID 652010, 2013;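 active = inhibition above the mean over all tested compounds plus 3 SD, cut at about 3.6% in these data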;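 note: 0% = DAX-1 cells with DMSO and 100% = cells lacking DAX-1 with DMSO; higher inhibition means more luminescence from relief of DAX-1 repression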
ADAM17 inh: ADAM17 inhibitors, primary screen, biochemical, QFRET | recombinant ADAM17, EDANS/DABCYL FRET peptide cleavage | inhibition, % at 6.95 µM | 0.83% of 370,000 active | AID 720648, 2013;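 active = inhibition above the mean of compounds lying between control limits plus 3 SD, set per campaign, cut at about 8.5% in these data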;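 note: 0% = DMSO-only wells as the low control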
hcDAF-12 act: H. contortus DAF-12 nuclear receptor activators, primary screen, cell-based, luminescence, HEK293, lit1-tk-luc reporter. activation, % at 6.8 µM. HEK293 hcDAF-12 lit1-tk-luc reporter; 0% DMSO, 100% Δ7-dafachronic acid. 1.4% of 370,000 active;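 active = activation above the mean of all tested compounds plus 3 SD, cut at about 5.5% in these data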;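 note: 100% = response to 3 µM Δ7-dafachronic acid high control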
DAX1 inh-2: DAX1 (NR0B1) inhibitors, primary screen, cell-based, HEK293, Gal4-DAX1, luciferase luminescence | Nuclear receptor subfamily 0 group B member 1 (Homo sapiens), P51843 | HEK293 Gal4-DAX1 luciferase reporter | inhibition, % at 6.75 µM | 0.99% of 340,000 active | AID 504766, 2011;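 active = inhibition above the mean over all tested compounds plus 3 SD, cut at about 4.2% in these data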;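 note: 0% = DAX1-transfected cells with DMSO and 100% = empty-vector control cells with DMSO; inhibition shows as a rise in luminescence from relieved DAX1 repression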
FXN GAA850 act: FXN promoter activators, primary screen, cell-based, luciferase luminescence, HEK293 lucGAA850. HEK293 lucGAA850 FXN promoter luciferase reporter, 24 h; percent of 10 µM SAHA response. activation, % at 6 µM. 0.56% of 360,000 active. AID 540364, 2011;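 active = activation above the average of all compounds screened plus 3 SD, cutoff fixed separately per campaign, cut at about 7.5% in these data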;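 note: 0% = DMSO wells and 100% = 10 µM SAHA wells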
Active calls of the source: *. Outcome played no part in choosing rows. Share with any hit: about 6.8%.

O=C(COS(=O)c1ccccc1)Nc1cc(Cl)ccc1N1CCOCC1 (stereo not given) was read as ADAM10 inh -1, PG9 binder 1.1, hgDAF12 agonist -1.0, SMARCA2 act -1, GC-A act -22, ssDAF-12 act -1.1, DAX1 inh-1 -0.2, ADAM17 inh -1, hcDAF-12 act -2.0, DAX1 inh-2 -0.1 and FXN GAA850 act -0.8.
`CCN(CC)c1ccc(CNc2ccc3c(c2)ncn3C(C)(C)C)cc1` gave ADAM10 inh -2, PG9 binder -1.7, hgDAF12 agonist 2.8, SMARCA2 act -3, GC-A act -2, ssDAF-12 act -1.7, DAX1 inh-1 -0.8, ADAM17 inh -2, hcDAF-12 act -0.4, DAX1 inh-2 -0.1 and FXN GAA850 act 1.1.
For Cc1nn(-c2ccccc2)c2[nH]c(=O)c(CNc3ccc(N4CCOCC4)cc3)cc12 the results were ADAM10 inh -6, PG9 binder -1.7, hgDAF12 agonist -1.8, SMARCA2 act -2, GC-A act -2, ssDAF-12 act -1.1, DAX1 inh-1 -0.7, ADAM17 inh -4, hcDAF-12 act 0.5, DAX1 inh-2 -0.7 and FXN GAA850 act -0.2.
CCN1CCN(CCC(=O)Nc2ccccc2OC)CC1 was read as ADAM10 inh -3, PG9 binder 0.0, hgDAF12 agonist -0.2, SMARCA2 act -3, GC-A act -1, ssDAF-12 act -0.7, DAX1 inh-1 -0.2, ADAM17 inh -6, hcDAF-12 act -2.4, DAX1 inh-2 2.2 and FXN GAA850 act 0.8.
For COc1ccc(C(=O)Sc2ccc(C)cc2)cc1OC the results were ADAM10 inh 3, PG9 binder 0.2, hgDAF12 agonist -1.1, SMARCA2 act 5, GC-A act 1, ssDAF-12 act -1.3, DAX1 inh-1 -0.8, ADAM17 inh 1, hcDAF-12 act -2.0, DAX1 inh-2 -0.3 and FXN GAA850 act 3.1.
`COCCNC(=O)COC(=O)c1cccnc1SC` gave ADAM10 inh 0, PG9 binder 0.6, hgDAF12 agonist -1.1, SMARCA2 act 0, GC-A act 2, ssDAF-12 act -1.4, DAX1 inh-1 0.3, ADAM17 inh -3, hcDAF-12 act -0.4, DAX1 inh-2 0.0 and FXN GAA850 act 2.1.
For CC(C1CC2CCC1C2)N1CC(O)=C(c2nc3ccccc3[nH]2)C1=N (stereo not given) the results were ADAM10 inh -7, PG9 binder -0.4, hgDAF12 agonist 1.8, SMARCA2 act -3, GC-A act 16, ssDAF-12 act -0.2, DAX1 inh-1 0.9, ADAM17 inh -5, hcDAF-12 act 0.0, DAX1 inh-2 -0.4 and FXN GAA850 act 2.5.
For O=C(C1CC1)N1CCc2cc(Br)cc(S(=O)(=O)NCCCN3CCCC3)c21 the results were ADAM10 inh -12, PG9 binder 1.9, hgDAF12 agonist 1.5, SMARCA2 act -4, GC-A act 0, ssDAF-12 act -1.2, DAX1 inh-1 0.4, ADAM17 inh -4, hcDAF-12 act -1.6, DAX1 inh-2 1.1 and FXN GAA850 act 2.0.
`C/C=C/C=C\C(=O)Nc1cccc(C2=NOC3(C2)C[C@@H](C(N)=O)N(C(=O)c2cc([N+](=O)[O-])cc([N+](=O)[O-])c2)C3)c1` (stereo not given in full) gave ADAM10 inh 3, PG9 binder 1.3, hgDAF12 agonist 2.1, SMARCA2 act 1, GC-A act -1, ssDAF-12 act -0.7, DAX1 inh-1 -0.5, ADAM17 inh -4, hcDAF-12 act -1.5, DAX1 inh-2 -1.7 and FXN GAA850 act 0.3.
For Cc1cccc(OCCn2c(NC(=O)c3ccco3)nc3ccccc32)c1 the results were ADAM10 inh -12, PG9 binder 2.0, hgDAF12 agonist -3.4, SMARCA2 act -5, GC-A act 8, ssDAF-12 act -1.2, DAX1 inh-1 -0.5, ADAM17 inh -4, hcDAF-12 act -1.2, DAX1 inh-2 0.1 and FXN GAA850 act 0.8.
Cc1ccc(CNC(=O)[C@H](C)N2C(=O)N3CCc4c([nH]c5ccccc45)[C@@]3(C)C2=O)cc1 was read as ADAM10 inh -14, PG9 binder 0.1, hgDAF12 agonist -3.6, SMARCA2 act -3, GC-A act 1, ssDAF-12 act -1.4, DAX1 inh-1 -0.8, ADAM17 inh 1, hcDAF-12 act 1.6, DAX1 inh-2 -1.9 and FXN GAA850 act 0.8.
`COc1ccc(NC(=O)c2cc(C3CCCCN3C(=O)c3cc(C(C)(C)C)nn3C)on2)c(C)c1` (stereo not given) gave ADAM10 inh -3, PG9 binder 1.1, hgDAF12 agonist 0.8, SMARCA2 act -2, GC-A act -2, ssDAF-12 act -1.4, DAX1 inh-1 -1.4, ADAM17 inh 3, hcDAF-12 act -2.5 and FXN GAA850 act 0.0.
COc1ccc(C(=O)Nc2nnc(Cc3ccc(OC)c(OC)c3)s2)c(OC)c1 was read as ADAM10 inh -5, PG9 binder 1.1, hgDAF12 agonist 0.4, SMARCA2 act 1, GC-A act 6, ssDAF-12 act -1.6, DAX1 inh-1 -1.7, ADAM17 inh -2, hcDAF-12 act -2.3, DAX1 inh-2 -1.1 and FXN GAA850 act 3.1.
Screening COCCn1c(SCc2nc3ccccc3c(=O)[nH]2)nnc1-c1ccncc1 returned ADAM10 inh 2, PG9 binder -2.6, hgDAF12 agonist -1.5, SMARCA2 act 4, GC-A act -3, ssDAF-12 act -0.9, DAX1 inh-1 0.6, ADAM17 inh -5, hcDAF-12 act -1.0, DAX1 inh-2 0.5 and FXN GAA850 act -0.1.
For COc1ccc(CCNC(=O)CCn2c(=O)c3cccn3c3cccnc32)cc1OC the results were ADAM10 inh 0, PG9 binder -2.0, hgDAF12 agonist 0.0, SMARCA2 act 12*, GC-A act -2, ssDAF-12 act -1.2, DAX1 inh-1 0.0, ADAM17 inh 0, hcDAF-12 act -2.6, DAX1 inh-2 -0.7 and FXN GAA850 act 3.9.
`Cn1c(=O)c2c(nc(NCc3ccc4c(c3)OCO4)n2Cc2ccccc2Cl)n(C)c1=O` gave ADAM10 inh -4, PG9 binder 0.6, hgDAF12 agonist 1.7, SMARCA2 act -1, GC-A act 6, ssDAF-12 act -1.2, DAX1 inh-1 -0.5, ADAM17 inh -4, hcDAF-12 act -2.0, DAX1 inh-2 -0.9 and FXN GAA850 act 2.2.
Screening COc1ccc(C(=O)NC(=S)NCCc2ccccc2)cc1 returned ADAM10 inh 0, PG9 binder -3.3, hgDAF12 agonist 1.8, SMARCA2 act 2, GC-A act 1, ssDAF-12 act -1.6, DAX1 inh-1 0.3, ADAM17 inh -1, hcDAF-12 act 0.1, DAX1 inh-2 -0.4 and FXN GAA850 act 1.9.
Screening O=C1C2CC3N1CCC31c3ccccc3-n3c1c2ccc3=O (stereo not given) returned ADAM10 inh -306, PG9 binder -1.2, hgDAF12 agonist 4.3, SMARCA2 act -3, GC-A act 2, ssDAF-12 act -1.3, DAX1 inh-1 0.7, ADAM17 inh -86, hcDAF-12 act -0.3, DAX1 inh-2 2.7 and FXN GAA850 act -1.4.
`C=CCNc1nc(-c2sc(NC(C)=O)nc2C)cs1` gave ADAM10 inh 0, PG9 binder -2.5, hgDAF12 agonist 4.2, SMARCA2 act 1, GC-A act 3, ssDAF-12 act -0.7, DAX1 inh-1 0.2, ADAM17 inh -2, hcDAF-12 act -1.4, DAX1 inh-2 -0.9 and FXN GAA850 act -0.8.
For CCN(C(=O)CN1CCOCC1)c1c(N)n(Cc2ccccc2)c(=O)[nH]c1=O the results were ADAM10 inh -4, PG9 binder -2.5, hgDAF12 agonist -2.7, SMARCA2 act 1, GC-A act 1, ssDAF-12 act -1.4, DAX1 inh-1 -0.2, ADAM17 inh -2, hcDAF-12 act 0.1, DAX1 inh-2 0.8 and FXN GAA850 act -0.2.

Next section; the last 3 above are carried over.
Screening O=C1C2CC3N1CCC31c3ccccc3-n3c1c2ccc3=O (stereo not given) returned ADAM10 inh -306, PG9 binder -1.2, hgDAF12 agonist 4.3, SMARCA2 act -3, GC-A act 2, ssDAF-12 act -1.3, DAX1 inh-1 0.7, ADAM17 inh -86, hcDAF-12 act -0.3, DAX1 inh-2 2.7 and FXN GAA850 act -1.4.
`C=CCNc1nc(-c2sc(NC(C)=O)nc2C)cs1` gave ADAM10 inh 0, PG9 binder -2.5, hgDAF12 agonist 4.2, SMARCA2 act 1, GC-A act 3, ssDAF-12 act -0.7, DAX1 inh-1 0.2, ADAM17 inh -2, hcDAF-12 act -1.4, DAX1 inh-2 -0.9 and FXN GAA850 act -0.8.
For CCN(C(=O)CN1CCOCC1)c1c(N)n(Cc2ccccc2)c(=O)[nH]c1=O the results were ADAM10 inh -4, PG9 binder -2.5, hgDAF12 agonist -2.7, SMARCA2 act 1, GC-A act 1, ssDAF-12 act -1.4, DAX1 inh-1 -0.2, ADAM17 inh -2, hcDAF-12 act 0.1, DAX1 inh-2 0.8 and FXN GAA850 act -0.2.
For CC1CCCN(C(=O)CCNS(=O)(=O)c2ccc(Br)cc2)C1 (stereo not given) the results were ADAM10 inh -3, PG9 binder -1.6, hgDAF12 agonist 0.2, SMARCA2 act 1, GC-A act -1, ssDAF-12 act -1.2, DAX1 inh-1 -0.8, ADAM17 inh -2, hcDAF-12 act -0.4, DAX1 inh-2 -0.7 and FXN GAA850 act 1.5.
Cc1ccc(CC2CC(=O)N(CCc3ccc4c(c3)OCO4)C2=O)cc1 (stereo not given) was read as ADAM10 inh 3, PG9 binder 1.0, hgDAF12 agonist -1.9, SMARCA2 act 3, GC-A act -1, ssDAF-12 act -1.2, DAX1 inh-1 -0.5, ADAM17 inh 1, hcDAF-12 act -0.8, DAX1 inh-2 -0.6 and FXN GAA850 act 0.3.
O=C(Nc1ccc2ccccc2c1)c1ccccc1Cl was read as ADAM10 inh -3, PG9 binder -0.6, hgDAF12 agonist 14*, SMARCA2 act 3, GC-A act 0, ssDAF-12 act 2.3*, DAX1 inh-1 13*, ADAM17 inh 0, hcDAF-12 act 9.3*, DAX1 inh-2 2.3 and FXN GAA850 act -0.5.
`CCSc1ncc(C#N)c(N)n1` gave ADAM10 inh 2, PG9 binder -1.5, hgDAF12 agonist 2.0, SMARCA2 act -1, GC-A act -1, ssDAF-12 act -0.3, DAX1 inh-1 0.5, ADAM17 inh 4, hcDAF-12 act -0.5, DAX1 inh-2 -0.9 and FXN GAA850 act 1.3.
